# DRD3 agonist – qHTS of D3 Dopamine Receptor Agonist: qHTS; D(3) dopamine receptor (Homo sapiens), P35462; D3R DiscoveRx beta-arrestin cells, luminescence, 90 min; max activation, %; hit rate 0.58% among 410,000; AID 652048, 2013; in the data active = max activation above about 30%; note: 0% is about no effect; mostly tested at two doses, the higher about 12 µM
# Target sequence (P35462 whole entry, looked up): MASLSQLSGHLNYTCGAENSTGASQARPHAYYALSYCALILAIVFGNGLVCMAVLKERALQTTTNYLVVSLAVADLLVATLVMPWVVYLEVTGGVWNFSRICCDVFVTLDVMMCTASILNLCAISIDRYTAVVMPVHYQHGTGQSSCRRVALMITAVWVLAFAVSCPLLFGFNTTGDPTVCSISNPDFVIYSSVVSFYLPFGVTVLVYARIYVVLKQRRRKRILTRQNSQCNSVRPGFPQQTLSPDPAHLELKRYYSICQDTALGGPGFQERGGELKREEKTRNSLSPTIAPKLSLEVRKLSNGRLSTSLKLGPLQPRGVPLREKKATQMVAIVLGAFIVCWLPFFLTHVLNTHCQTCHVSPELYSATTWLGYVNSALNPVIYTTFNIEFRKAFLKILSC
#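 Agonist-mode cell screen: cells plated at 1500/well and incubated overnight at 37 °C, then exposed to library compounds for 90 min at 37 °C. Detection reagent was added for 30–60 min at room temperature, and luminescence was read.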
# DRD3 antagonist – qHTS of D3 Dopamine Receptor Antagonist: qHTS | D(3) dopamine receptor (Homo sapiens), P35462 | D3R cells, DiscoveRx beta-arrestin luminescence, antagonist mode; hits give low values | max response, negative = inhibition, % | hit rate 2.5% among 360,000; in the data active = max response below about -50%; inconclusive = no clear call, values can overlap the other calls; note: % is set by controls: 0 for no effect and ±100 for the full control effect; mostly tested at two doses, the higher about 12 µM
#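 Cells expressing the human receptor were seeded at 1500 cells/well, incubated overnight at 37 degrees C in 5% CO2, then exposed to library compounds with dopamine controls for 90 minutes at 37 degrees C before luminescent detection.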
# Mm-Cpn inhibitor – Inhibitors of TCP-1 ring complex (TRiC) of Methanococcus maripaludis (MmCpn): qHTS; Chaperonin Mm-Cpn (Methanococcus maripaludis); purified Mm-Cpn ATPase, ADP Transcreener TR-FRET; Potency, µM (doses to about 76.9 µM), for inactives: at the top dose activity, negative = inhibition, actives largely listed as inhibitors; hit rate 0.031% among 330,000; AID 504842, 2011; note: potency is the fitted concentration of half-maximal effect; % is set by controls: 0 for no effect and ±100 for the full control effect; nearly all actives have a fitted effect of over 80% in size
#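 TR-FRET (320 nm excitation; 590 and 665 nm emission) reports ADP made from 10 uM ATP by 25 nM enzyme; compounds were preincubated 10 min, reaction run 30 min, both at 37°C.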
# EPAC2 ag – qHTS for Agonist of cAMP-regulated guanine nucleotide exchange factor 4 (EPAC2): primary screen. Rap guanine nucleotide exchange factor 4 (Homo sapiens), Q8WZA2. EPAC2 activation, biochemical qHTS; response scale: 100% = 6.5 mM cAMP response. Potency, µM (titrated, usually from 154 µM), for the others: at the top dose activation, most hits filed as activators. hit rate 0.079% among 360,000. AID 720711, 2013; note: potency is the fitted concentration of half-maximal effect; nearly all actives have a fitted effect of over 50% in size
#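 Exchange assay: 100 nM EPAC2 with 250 nM Rap1B-BODIPY-GDP and 50 uM GDP. Fluorescence (ex 480/em 540 nm) read every 5 min for 30 min at room temperature. Data normalized to 6.5 mM cAMP as agonist control.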
# pAkt inh – HTS Assay for Inhibitors of Akt Phophorylation: Primary Screen | Neuro2A IGF-stimulated pAkt S473 HTRF, 20 min; hits give low values | activity change, % for hits at 50 µM | AID 651550, 2012 | hit rate 0.32% among 360,000; in the data active = activity change below about -80%; inconclusive = mostly about -51% to -80%; note: % is set by controls: 0 for no effect and ±100 for the full control effect
#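 Single-point screen (50 µM final compound) in Neuro2A cells stimulated 20 min with 6 nM IGF at 37 deg C. After lysis, Ser473-phosphorylated Akt read by HTRF (ex 330 nm, em 615/665 nm) as the 665/615 ratio.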
# CCT chaperon mod – High-Throughput Screening for Modulators of Cytosolic Chaperonin Activity; purified chaperonin ATPase assay, HTRF ADP detection, 30 min; activity change, % (no concentration beside the values), hits read low; hit rate 0.3% among 360,000; AID 651819, 2012; in the data active = activity change below about -30%; note: % is set by controls: 0 for no effect and ±100 for the full control effect
#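 First, chaperonin was dispensed at 40 nM or 20 nM final depending on batch activity. Next, compounds were pinned at 76 uM and ATP added at 10 uM. After 30 min at 37 °C, ADP detection reagents ran 30 min at ambient temperature.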
# EPAC2 antag – qHTS for Antagonist of cAMP-regulated guanine nucleotide exchange factor 2 (EPAC2): primary screen | EPAC2 GEF exchange of Rap1B-BODIPY-GDP, fluorescence | Potency, µM (doses to about 114 µM), for the others: top-dose activity, negative = inhibition, hits mostly inhibitors | hit rate 0.18% among 360,000 | AID 720708, 2013; note: potency is the fitted concentration of half-maximal effect; % is set by controls: 0 for no effect and ±100 for the full control effect; nearly all actives have a fitted effect of over 45% in size; many of its hits are not listed in these tables
# PTHR1 ag – qHTS for PTHR1 Agonists: Primary Screen; Parathyroid hormone/parathyroid hormone-related peptide receptor (Homo sapiens), Q03431; HEK293 GP2 PTHR1 cells, GloSensor cAMP luminescence, 1 h; Potency, µM (doses to about 115 µM), inactives show at the top dose activation, most hits filed as activators; hit rate 0.075% among 410,000; AID 743266, 2014; note: potency is the fitted concentration of half-maximal effect; nearly all actives have a fitted effect of over 55% in size; some results filed as inactive show a strong effect at the top dose; inactives centre near -15; many of its hits are not listed in these tables
# Target sequence (Q03431 whole entry, looked up): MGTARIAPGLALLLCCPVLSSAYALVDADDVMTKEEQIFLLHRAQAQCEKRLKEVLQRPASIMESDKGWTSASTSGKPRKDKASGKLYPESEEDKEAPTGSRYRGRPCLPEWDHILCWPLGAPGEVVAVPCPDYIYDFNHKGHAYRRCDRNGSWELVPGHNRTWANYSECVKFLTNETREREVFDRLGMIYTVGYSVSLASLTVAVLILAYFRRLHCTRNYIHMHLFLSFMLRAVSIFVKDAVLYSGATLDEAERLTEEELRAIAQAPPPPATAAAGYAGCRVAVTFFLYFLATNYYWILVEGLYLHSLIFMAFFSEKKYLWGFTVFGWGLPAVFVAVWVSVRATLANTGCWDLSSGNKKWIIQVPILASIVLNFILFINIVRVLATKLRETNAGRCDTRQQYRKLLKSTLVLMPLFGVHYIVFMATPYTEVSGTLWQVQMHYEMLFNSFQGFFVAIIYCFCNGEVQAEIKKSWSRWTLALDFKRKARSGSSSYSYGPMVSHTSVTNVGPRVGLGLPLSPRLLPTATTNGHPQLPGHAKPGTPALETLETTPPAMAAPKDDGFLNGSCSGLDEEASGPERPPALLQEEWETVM
#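 HEK-293-derived GP2 cells expressing PTHR1 and a GloSensor cAMP reporter, 3,000/well, plated overnight, given luciferin plus IBMX (each 0.5 mM as added) for 1 h at 37 °C, then compound for 1 h at 37 °C. Luminescence was read after 15 min at room temperature.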
# An asterisk follows results filed as active; i = inactive; ? = inconclusive; nt = not tested or not shown; & = joins results of further samples; [ ] = another dose, or the depositor's remark. Unless noted, calls come from the whole dose curve; as a rule, active = well fitted curve in the direction sought with a large enough effect; inconclusive = small, poorly fitted or top-dose-only effect, or another doubt; inactive = no such curve, though single readings can be large; an effect the other way counts as inactive or inconclusive. These rows are one share of the data (hit frequency here may not be typical).
canonical_smiles | EPAC2 antag | pAkt inh | DRD3 antagonist | EPAC2 ag | DRD3 agonist | Mm-Cpn inhibitor | PTHR1 ag | CCT chaperon mod
CCOC(=O)C1=C(N)OC2=C(C(=O)CCC2)C1c1ccc2c(c1)OCO2 (stereo not drawn) | ? | i | 5.4 | 0.7% | 5.9 | nt | i | 1.1
CC(=O)Nc1nnc(SCC(=O)NCC2CCCO2)s1 (stereo not drawn) | 0.9% | i | -22.3 | 4.3% | -0.7 | 0.1% | i | 0.8
CC(=O)c1ccccc1Oc1cc(NN2CCCCC2)c([N+](=O)[O-])cc1[N+](=O)[O-] | 5.4% | i | 0.0 | 3.9% | 0.0 | -0.9% | -1.5% | -4.0
COCCNC(=O)COCc1cc(-c2ccc3c(c2)OCO3)on1 | 10.9% | i | 1.8 | 3.5% | -0.4 | 0.8% | i | 1.2
COc1ccc(N2C(=O)NC3CC2(C)Oc2ccccc23)cc1OC (stereo not drawn) | 6.6% | i | -15.9 | 0.9% | 9.7 | 0.8% | i | -1.4
CCCCc1c(O)nc(SCC(=O)Nc2ccc(OC)cc2)n(-c2ccc(C)c(C)c2)c1=O | -16.3% | i | 18.0 | 3.2% | -1.4 | nt | -20.2% | -20.2
O=C(COc1ccccc1[N+](=O)[O-])Nc1ccc2c(c1)OCO2 | 4.2% | i | -4.4 | 3.9% | -0.8 | 1.5% | -79.1%[inhibitor] | -2.0
S=C(NCCCN1CCOCC1)NCCCN1CCOCC1 | 5.0% | i | -17.3 | 10.4% | 3.5 | -0.1% | 13.2% | -1.1
COc1ccc(C2/C=C\CN(C(=O)C3CC3)CC(=O)N2Cc2ccc(F)cc2)cc1 (stereo not drawn) | 6.6% | i | -12.3 | -0.1% | -25.3 | 1.6% | -13.0% | -1.0
CC[C@H]1c2[nH]c3ccc(C(C)C)cc3c2[C@@H]2CCN3C(=O)CCC[C@H]1[C@H]23 | -14.0% | i | -6.1 | 3.3% | -4.7 | nt | -44.1%[inhibitor] | -0.7
COc1cc(C(=O)O)cc(Br)c1OC1CCCC1 | -3.6% | i | -16.3 | 9.2% | -4.9 | 2.2% | -21.2%[57.5 µM] | -1.6
O=C(c1cccc(S(=O)(=O)N2CCOCC2)c1)N1CCN(c2ccc(F)cc2)CC1 | 16.2% | i | -10.6 | 8.3% | 20.2 | -0.6% | 24.3%[57.5 µM] | 1.2
COCc1cc(=O)[nH]c(Nc2nc3ccccc3o2)n1 | 5.8% | i | -3.9 | -5.5% | -2.3 | -0.3%[15.4 µM] | i | -0.6
CCN(CC)CCCNC(=S)N1CCN(c2nc(-c3ccccc3)cs2)CC1 | -6.4% | i | ? | 3.8% | -21.7 | 0.2% | -3.5% | 0.0
Cc1ccc2nc(Cl)c(/C=N/NC(=O)CN3CCOCC3)cc2c1 | -1.2% | i | 4.0 | -8.1% | 7.1 | nt | i | -1.2
Cc1cccc(N2CC(O)(c3cccs3)[N+]3=C2CCCCC3)c1 (stereo not drawn) | 1.1% | i | -13.2 | 0.2% | -8.3 | -1.5% | i | -4.1
N#C/C(=C\c1ccc(-c2cccc([N+](=O)[O-])c2)o1)C(=O)NCCN1CCOCC1 | 1.3% | i | -7.5 | -4.0% | -13.1 | -5.0% | -7.2% | -4.7
Cc1c(C(=O)N(C)CCCCN2CCOCC2)oc2c(F)cccc12 | -1.0% | i | 13.7 | 1.4% | -15.0 | 2.3% | i | -0.3
CC(=O)Nc1ccc(S(=O)(=O)/N=C2/NC(=O)/C(=C\c3ccco3)S2)cc1 | -21.9% | i | -10.8 | 10.7% | 4.3 | 0.0% | 27.8% | -2.6
COc1ccc(-n2nc(C(=O)NCC(=O)NCCCN3CCCCCC3)c3ccccc3c2=O)cc1Cl | -1.3% | i | 21.7 | -7.0% | 1.2 | -6.5% | 5.6% | -1.5
CCC(=O)Nc1nc2nc(C)cc(=O)n2[nH]1 | 12.4% | nt | -29.8 | 0.0%[15.6 µM] | -0.9 | 1.2% | i | -2.0
CCn1c(COc2ccc(C)cc2)nnc1SCc1ccc(C#N)cc1 | -4.6% | i | 6.2 | 2.3% | -13.2 | ? | 5.6%[57.5 µM] | -0.3
O=C1NC(=O)C(CCc2ccccc2)(c2ccccc2)N1 (stereo not drawn) | 12.7% | i | -2.5 | -1.7% | -11.6 | nt | i | -2.3
O=S(=O)(c1ccc(OCC(O)CN2CCN(c3ccccc3O)CC2)cc1)N1CCOCC1 (stereo not drawn) | -0.7% | i | -25.3 | 3.4% | 19.4 | 0.5% | i | -1.6
CCN(C(=O)COc1ncnc2ccccc12)C1CCCCC1 | -0.5% | i | -9.5 | 10.9% | -1.0 | -2.6% | i | 1.3
CC(C)CC(NC(=O)C1CCC(=O)N1)C(=O)NC(CC(C)C)C(=O)N1CCCC1C(N)=O (stereo not drawn) | 11.6% | i | -26.7 | 4.5% | -0.6 | 1.8% | 22.7% | -1.1
CNS(=O)(=O)c1cc(NC(=O)CCNC(=O)c2ccco2)ccc1C | -0.6% | i | 4.9 | -1.9% | -5.7 | 1.7% | i | 0.5
CCCS(=O)(=O)NC(=O)C1(C)CCN(C(=O)c2ccc3c(c2)OCO3)C1 (stereo not drawn) | -4.9% | i | 24.0 | 11.7% | 7.6 | nt | i | -3.5
Cc1ccc(C23CC4CC(CC(C(N)=O)(C4)C2)C3)cc1 | -3.0% | i | 13.3 | -1.9% | 7.2 | 0.4% | i | 1.4
O=C(NCCO)c1cccc(Cl)c1 | 13.4% | i | 7.8 | 0.8% | 0.9 | 0.5% | -24.6% | 3.4
Cc1nc(SCC(=O)Nc2cc(S(=O)(=O)N3CCOCC3)ccc2Cl)nc(C)c1C | 0.1% | i | -5.0 | 9.7% | 0.8 | 0.4% | -22.0% | -3.7
COC(=O)c1ccc(C2NC(C(=O)O)CS2)cc1 (stereo not drawn) | -0.9% | i | -13.0 | 7.5% | 7.9 | 2.6% | 29.7%[57.5 µM] | -0.7
CCCCN(C(=O)c1ccc(OC(F)(F)F)cc1)c1c(N)n(CCC)c(=O)[nH]c1=O | 2.7% | i | 7.8 | -9.7% | -0.1 | -3.4% | -5.6% | -0.5
NS(=O)(=O)c1ccc(NC(=O)C2C3C=CC(C3)C2C(=O)O)cc1 (stereo not drawn) | -5.1% | i | -1.8 | 1.1% | -4.3 | 2.7% | 30.0% | 0.9
CCc1ccc(OCc2nnc(SCC(=O)NC3CCCCC3)o2)cc1 | -4.3% | i | -7.9 | -3.1% | -6.7 | -2.0% | -3.1% | -5.2
NC(=O)COc1ccccc1C(=O)NC12CC3CC(CC(C3)C1)C2 | 16.9% | i | 11.3 | 10.2% | -7.4 | 2.8% | i | 0.3
O=C(NCCc1nc2ccccc2[nH]1)c1cccc(Br)c1 | -0.7% | i | -6.7 | 6.5% | -9.1 | -15.5% | i | -1.8
O=C(CN(Cc1ccco1)C(=O)c1cccc(F)c1)Nc1ccccc1C(F)(F)F | 0.8% | i | 1.1 | 9.6% | 3.0 | -1.6% | i | -0.4
CC(=O)c1cc(CN2C(=O)CCC2=O)cs1 | 8.9% | i | 10.7 | 7.0% | 12.7 | 1.1% | -8.4%[57.5 µM] | -1.1
O=C(NCc1ccc(Cl)cc1)C(=O)Nc1nccs1 | 3.0% | i | 5.5 | 2.9% | 1.4 | -1.9% | -6.2% | -3.2
CCc1ccc2[nH]c(C)c(CN3CCCCCC3)c(=O)c2c1 | 5.1% | i | -17.7 | 3.0% | -16.4 | -0.8% | -12.9% | -2.2
Cc1ccc(SCc2nnc(NC(=O)c3ccccc3)s2)cc1 | -4.3% | i | -9.2 | 8.6% | -1.6 | 1.3% | i | -2.2
CON(C)C(=O)/C=C/c1ccc([B-](F)(F)F)cc1 | 6.7% | i | -8.6 | -3.3% | 10.2 | nt | i | 2.3
C/C(=N\NC(=O)CSCc1ccc(Cl)cc1)c1ccc2c(c1)OCCO2 | -15.1% | i | 67.3 | 9.2% | 1.4 | 0.5% | -9.4%[57.5 µM] | -1.9
CC(C)c1ccc(NC(=O)C2CC(=O)N(C3CCCC3)C2)cc1 (stereo not drawn) | 8.6% | i | -18.1 | -5.1% | -14.3 | -0.6% | i | 0.8
COc1ccc(CN2C(=O)c3ccccc3C2c2nnnn2C(C)C)cc1 (stereo not drawn) | 2.7% | i | 4.5 | 14.1% | 6.1 | nt | i | -0.9
CCCNC(=O)c1c(O)c2cccc3c2n(c1=O)CCC3 | 6.1% | i | -8.8 | -0.2% | -7.5 | -2.9% | ? | -2.0
O=C(COC(=O)c1cc(Cl)ccc1[N+](=O)[O-])NCc1ccc(Cl)cc1Cl | 1.7% | i | -9.1 | 13.5% | -15.2 | 0.3% | -4.4% | -2.4
Cc1ccccc1C(=O)Nc1ccc2nc3n(c(=O)c2c1)CCC3 | 5.9% | i | 3.4 | 4.5% | -3.9 | -1.3% | i | -0.6
COc1cccc2[nH]c(C(=O)NN)c(N)c12 | 7.4% | i | 15.4 | 2.0% | 5.2 | -3.4% | i | 0.5
O=C(NC(=S)Nc1ccc(N2CCOCC2)c(Cl)c1)c1cccs1 | 3.6% | i | -15.0 | 14.9% | -2.2 | -4.1% | -22.6% | -3.7
COc1ccc(C(=O)N[C@H](C(=O)NCc2cccs2)C(C)C)cc1 | -2.6% | i | 12.4 | 5.3% | 17.1 | 1.0% | -9.1% | -3.1
O=C(c1ccc(Cl)s1)N1CCN(c2ncccn2)CC1 | 1.5% | i | 11.3 | 5.3% | 5.1 | 1.1% | i | -1.1
COc1ccc(-c2ccc3c(c2)c(Sc2ccccc2)c(-c2cc(OC)cc(OC)c2)n3C)cc1 | 0.9% | i | 0.0 | -2.3% | -5.4 | nt | 11.5% | 2.7
COc1ccc2c(c1)N(C[C@H](C)CN(C)C)c1ccccc1S2 | -12.8% | i | -106.4* | 5.5% | -93.0&-26.3 | nt | -23.5% | 0.1
